# ERG Ets-DNA blk = inhibitors of human ERG Ets domain-DNA interaction | P11308 | fluorescence polarization, His-ERG Ets domain / labelled DNA | Potency, µM (series often up to 76.9 µM), inactives show top-dose FP activity, negative = inhibition, usual class: inhibitors | 370,000 compounds, 0.028% hits; active = well fitted inhibition curve with a large enough effect in the polarisation, with a control signal flat; inconclusive = small, poorly fitted or top-dose-only effect, or effect the other way, or a change in a side signal; inactive = no such curve, though single readings can be large or run the other way; the % refers to the polarisation;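 also: polarization taken with two DNA probes labelled with fluorescein and Texas red; potency is read from the fitted curve at half-maximal effect; % of control where 0% means no effect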
#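 His-tagged ERG Ets domain (1 uM in the protein solution; 300mM KCl, 50mM Tris-HCl, 1mM EDTA, 1mM DTT, pH 7.5) received compound, then a probe mix of 5 nM fluorescein-DNA and 100nM Texas-615-DNA. Fluorescence polarization was read for both dyes.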
# Vif-A3F inh = inhibitors of Vif-A3F interaction; HeLa A3F-eYFP + Vif (tagged APOBEC3F with the HIV-1 protein that degrades it), YFP fluorescence increase; Potency, µM (titrated, usually from 46.1 µM), for inactives: top-dose activity, negative = active; 390,000 compounds, 0.2% hits; also: potency is read from the fitted curve at half-maximal effect; % of control where 0% means no effect; nearly all actives have a fitted effect of over 65% in size
#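 Fluorescence increase (Ex 488/Em 500-530) after overnight compound treatment at 37 deg C flags inhibition of Vif-driven A3F-eYFP loss in stable HeLa A3F-eYFP/Vif cells seeded overnight beforehand.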
# D2 ag = D2 dopamine receptor (human) agonism; AID 485358; activation, % at 2 µM; 340,000 compounds, 0.53% hits; HEK293 T-REx D2 cells, calcium flux agonist mode; P14416;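 active = activation over 3 SD above normal in the single-dose calcium agonist read, cut at about 30% in these data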; also: 0% is about no effect
# Target sequence (P14416 whole entry, looked up): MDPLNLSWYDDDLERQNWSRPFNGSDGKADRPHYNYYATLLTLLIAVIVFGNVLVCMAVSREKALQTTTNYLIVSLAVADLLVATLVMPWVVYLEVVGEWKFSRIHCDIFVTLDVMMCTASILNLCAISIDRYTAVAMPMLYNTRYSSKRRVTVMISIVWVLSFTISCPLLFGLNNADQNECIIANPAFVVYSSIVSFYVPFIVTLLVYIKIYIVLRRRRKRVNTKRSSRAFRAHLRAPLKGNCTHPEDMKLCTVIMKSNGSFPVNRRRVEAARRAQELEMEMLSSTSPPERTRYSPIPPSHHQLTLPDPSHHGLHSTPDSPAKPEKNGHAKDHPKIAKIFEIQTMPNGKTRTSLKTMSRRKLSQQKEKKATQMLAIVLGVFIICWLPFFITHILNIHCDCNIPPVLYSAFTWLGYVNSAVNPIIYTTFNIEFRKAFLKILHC
#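 Tetracycline-induced HEK293 T-REx cells with force-coupled D2 receptor, plated overnight at 30 C, loaded with no-wash calcium dye. After a 10 s baseline, compound was pin-added and calcium flux read kinetically for 180 s; calcium rises flagged agonists.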
# RGS4 inh = blocks human RGS4-accelerated GTP hydrolysis. 390,000 compounds, 0.039% hits. Transcreener GDP fluorescence polarization, RGS4-accelerated GTP hydrolysis. Potency, µM (doses to about 114 µM), for inactives: at the top dose activity change, negative = inhibition, usual class: inhibitors. P49798; also: potency is read from the fitted curve at half-maximal effect; % is scaled to controls: 0 for no effect and ±100 for the full control effect; nearly all actives have a fitted effect of over 75% in size; some results filed as inactive show a strong effect at the top dose
# Target sequence (P49798 whole entry, looked up): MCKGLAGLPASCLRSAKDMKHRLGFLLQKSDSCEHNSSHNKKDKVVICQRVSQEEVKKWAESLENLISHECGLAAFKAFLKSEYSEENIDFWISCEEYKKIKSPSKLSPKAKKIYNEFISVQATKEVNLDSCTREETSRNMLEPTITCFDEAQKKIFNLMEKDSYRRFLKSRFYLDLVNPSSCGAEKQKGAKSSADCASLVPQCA
#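 MLSMR compounds (23 nl, pin-transferred) preincubated 10 min at room temperature with a 500nM (2x) first reagent, then RGS4 at 900nM (2x) plus Transcreener GDP mix added; fluorescence polarization (620/688 nm) read before and after 90 min at 30 °C.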
# Vif-APOBEC3G blk = blocks the Vif interaction with human APOBEC3G; HeLa A3G-eYFP + Vif (tagged APOBEC3G with the HIV-1 protein that degrades it), YFP fluorescence, overnight; Potency, µM (doses to about 46.1 µM), inactives show top-dose activity, negative = active, actives largely listed as inhibitors; 410,000 compounds, 0.076% hits;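 also: potency is read from the fitted curve at half-maximal effect; % is scaled to controls: 0 for no effect and ±100 for the full control effect; nearly all actives have a fitted effect of over 60% in size; hits raise eYFP signal because A3G escapes Vif-driven loss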
# Target sequence (Q9HC16 whole entry, looked up): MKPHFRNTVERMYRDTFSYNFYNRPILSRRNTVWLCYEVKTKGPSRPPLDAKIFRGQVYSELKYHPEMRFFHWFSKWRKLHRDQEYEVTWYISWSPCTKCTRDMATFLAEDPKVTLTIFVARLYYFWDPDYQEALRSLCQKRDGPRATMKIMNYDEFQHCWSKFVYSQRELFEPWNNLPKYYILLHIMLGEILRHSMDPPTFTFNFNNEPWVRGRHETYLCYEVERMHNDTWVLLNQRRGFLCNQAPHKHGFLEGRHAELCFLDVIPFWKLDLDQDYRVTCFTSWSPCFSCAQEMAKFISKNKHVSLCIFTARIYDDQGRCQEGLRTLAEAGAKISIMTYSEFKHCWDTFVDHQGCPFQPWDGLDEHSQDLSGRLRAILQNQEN
#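 HeLa cells stably expressing Vif and C-terminally eYFP-tagged A3G, seeded overnight at 37 deg C, then exposed to compound by pintool overnight at 37 deg C. Rise in yellow fluorescence (Ex 488/Em 500-530, Acumen) marks blocked Vif-driven A3G degradation.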
# D2 antag = antagonists of human D2 dopamine receptor. 340,000 compounds, 2% hits. inhibition, % at 10 µM. HEK293 TREx D2 cells, calcium flux, dopamine EC80. P14416. AID 485344; in the data active = inhibition above about 30%; also: 0% is about no effect
#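 Calcium flux kinetic readout in an inducible HEK293 TREx D2 line plated overnight at 30 C. After 180 s compound exposure, an EC80 dopamine challenge follows with another 180 s kinetic read to detect antagonism.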
# 12-LOX inh = blocks human arachidonate 12S-lipoxygenase; Potency, µM (top dose mostly 108 µM), inactives show top-dose activity change, negative = inhibition, hits mostly inhibitors; purified 12hLO, xylenol orange hydroperoxide absorbance; 580,000 compounds, 1.1% hits; AID 1671190; also: potency is read from the fitted curve at half-maximal effect; % is scaled to controls: 0 for no effect and ±100 for the full control effect
#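 Hydroperoxide product was detected by ferrous iron/xylenol orange as the 573 to 405 nm absorbance ratio. Arachidonic acid at 40 uM (final) was turned over for 30 min at room temperature by 150 nM human 12hLO, pH 7.0 Hepes buffer, after 15 min compound preincubation.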
# Glioma ERSR ind = induces the endoplasmic reticulum stress response in human glioma cells; 420,000 compounds, 0.02% hits; Potency, µM, for the others: top-dose activation, hits mostly activators; AID 602332; U87-MG GRP78 promoter luciferase reporter, 16 h; also: potency is read from the fitted curve at half-maximal effect; series mostly up to about 76 µM; % of control where 0% means no effect; nearly all actives have a fitted effect of over 35% in size
#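 Stably transfected U87-MG glioma cells carrying a GRP78-based luciferase sensor; 16 h compound incubation. Luminescence end-point read 10 min after Bright-Glo addition at room temperature.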
# LDHA inh = LDHA (human) enzyme inhibition; P00338; activity change, % (values are at about 110 or 230 µM); purified LDHA, NADH/diaphorase-resazurin fluorescence; hits give low values; AID 1347041; 480,000 compounds, 0.15% hits; in the data active = activity change below about -30%; inconclusive = mostly about -25% to -30%;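 also: plate controls were DMSO wells for no effect and wells without enzyme for full effect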
#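 Human LDH5 (2 nM) was incubated with 0.06 mM NADH and 0.2 mM pyruvate for 5 min at room temperature in Tris pH 7.4. Remaining NADH was coupled through diaphorase/resazurin, and resorufin fluorescence was read at 0 and 20 min.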
# * hit, by the source's call; ? = inconclusive; / = no result given; [ ] = dose if it differs, or a comment. Unless noted, calls follow the shape of the dose curve; as a rule, active = well fitted curve in the direction sought with a large enough effect; inconclusive = small, poorly fitted or top-dose-only effect, or another doubt; inactive = no such curve, though single readings can be large; an effect the other way counts as inactive or inconclusive.
1) Cc1cc(C)c(S(=O)(=O)n2c([N+](=O)[O-])cnc2C)c(C)c1
2) Cc1c(N2C(=O)c3cccc4cccc(c34)C2=O)cnn1C
3) S=c1[nH]nc(C2CCCCC2)n1/N=C/c1ccccc1
4) COc1ccc(C(=O)Nc2onc3c2CCCC3)cc1
5) CCOCCCNC(=O)c1ccc(Br)cc1
6) CO/N=C/CC(=O)Nc1ccc(F)cc1F
7) Oc1ccc(Br)cc1/C=N/n1cnc2ccccc21
8) O=C(O)C1C2CCC(O2)C1C(=O)NCc1ccc(Cl)cc1 (stereo not given)
9) COc1ccc(NC(=O)CC2CCCCC2)cc1OC
10) Cc1ccc(NC(=O)CN(C)CC(=O)Nc2ccccc2Oc2ccccc2)cc1
Assay by compound	1	2	3	4	5	6	7	8	9	10
ERG Ets-DNA blk	-22%	1%	1%	-10%	6%	/	-10%	2%	4%	0%
Vif-A3F inh	-9%	1%	2%	-3%	-1%	8%	-9%	-20%	1%	1%
D2 ag	-0.4	0.0	-0.4	-0.2	0.2	-0.4	-0.2	0.6	-0.3	/
RGS4 inh	0%	2%	-29%	5%	-4%	2%	-11%	24%	3%	-5%
Vif-APOBEC3G blk	2%	0%	-11%	-2%	-1%	0%	-3%	1%	-1%	-4%
D2 antag	4	-6	-10	/	1	-6	8	-1	8	/
12-LOX inh	-25%	0%	0%	-12%	-7%	2%	-10%	-16%	-17%	-16%
Glioma ERSR ind	-3%	-1%	2%	-11%	-2%	0%	4%	-2%	?	-3%
LDHA inh	-7	-11	-5	-6	1	-4	-3	-7	2	?

11) COc1ccc(Cl)cc1NC(=O)C/C(C)=N/NC(=O)c1ccccc1Cl
12) COc1ccc(-c2c(-c3ccccc3OC)sc3ccccc23)cc1
13) COc1ccc(NC(=O)c2nnn(Cc3ccc(SC)cc3)c2N)c(OC)c1
14) O=C(COC(=O)/C=C/C(=O)N1CCN(c2ccccc2)CC1)NC(c1ccccc1)c1ccccc1
15) Cc1ccc(S(=O)(=O)NC[C@H]2O[C@@H](n3cnc4c(N)ncnc43)[C@H](O)[C@@H]2O)cc1
16) Cc1ccc(C)c2c1N(Cc1ccccc1)C(=O)C21OCCO1
17) O=C(CN1C(=O)c2cccc([N+](=O)[O-])c2C1=O)NCc1ccccc1
18) C/C(=N/NC(=O)c1cc(-c2ccc(Cl)s2)[nH]n1)c1ccco1
19) Cc1cc(=O)[nH]c(SCC(N)=O)c1C#N
20) O=C(c1ccc2c(c1)N(Cc1cccc(Cl)c1)C(=O)c1ccccc1S2(=O)=O)N1CCN(Cc2ccccc2)CC1
Assay by compound	11	12	13	14	15	16	17	18	19	20
ERG Ets-DNA blk	14%	-14%	8%	-3%	/	-3%	-3%	-10%	-7%	0%
Vif-A3F inh	-4%	4%	-3%	1%	/	4%	-10%	-10%	-2%	-2%
D2 ag	0.2	0.9	0.0	-0.4	/	-1.1	-0.2	-0.3	-1.3	/
RGS4 inh	-16%	8%	2%	-20%	/	7%	-6%	-27%	-12%	-1%
Vif-APOBEC3G blk	4%	-7%	1%	-20%	0%	2%	3%	-3%	1%	-2%
D2 antag	8	4	4	69*	/	11	-37	-17	11	/
12-LOX inh	2%	-8%	457%[activator]	-8%	-22%	0%	108%[activator]	?	?	?
Glioma ERSR ind	-3%	-5%	-2%	-5%	-4%	-4%	-4%	5%	-1%	-3%
LDHA inh	-4	-5	-2	-1	-13	-8	5	-3	6	3

# D2 antag, what is marked active above
nr	SMILES	ERG Ets-DNA blk	RGS4 inh	D2 antag	12-LOX inh	Glioma ERSR ind	LDHA inh
14	O=C(COC(=O)/C=C/C(=O)N1CCN(c2ccccc2)CC1)NC(c1ccccc1)c1ccccc1	-3%	-20%	69*	-8%	-5%	-1

# New compounds follow.
21) Cc1cc(C)nc(Nc2n[nH]c(-c3ccccc3Cl)n2)n1
22) Cc1ccc(C(=O)N2CCn3c4c(c5cc(C)ccc53)CCCC42)cc1 (stereo not given)
23) Cc1ccccc1C(=O)NC(=S)N(CCO)Cc1ccccc1
24) Nc1nnnn1CC(=O)N/N=C/c1cc([N+](=O)[O-])ccc1O
25) Cc1ccc(C2C(=O)N(C3CCCC3)CC(=O)N2C2CCCCC2)cc1 (stereo not given)
26) CC(C)(C)c1ccc(C(=O)NC(=O)COC(=O)c2ccc(Br)o2)cc1
27) O=S(=O)(Nc1ccc(-n2cccc2)cc1)c1ccccc1
28) O=C1CN(C(=O)c2ccccc2Cl)c2ccccc2N1
29) O=c1nc2onnc2c(C=NO)[nH]1
30) O=C(Nc1ccc(OC(=O)c2ccco2)cc1)c1ccco1
Assay by compound	21	22	23	24	25	26	27	28	29	30
ERG Ets-DNA blk	-1%	3%	-25%	1%	-3%	-10%	-22%	-5%	3%	-6%
Vif-A3F inh	-2%	1%	-5%	11%	0%	-1%	-6%	0%	11%	1%
D2 ag	-0.3	0.6	0.2	1.7	0.2	/	-0.2	0.9	/	0.0
RGS4 inh	-12%	-12%	-3%	-5%	-3%	-14%	5%	20%	?	-2%
Vif-APOBEC3G blk	4%	-2%	-1%	1%	-6%	-4%	-5%	-6%	1%	-2%
D2 antag	-6	/	-2	10	5	/	-6	-4	/	-13
12-LOX inh	-5%	?	3%	5%	-10%	-24%	-27%	15%	?	?
Glioma ERSR ind	-2%	1%	-6%	-2%	-3%	-2%	-8%	-4%	-4%	1%
LDHA inh	0	-8	-2	7	-4	-12	-3	-11	2	-12

31) COc1ccc(CN2CCC(C(=O)c3cccc(Cl)c3)CC2)cc1
32) Cc1cn2c(=O)cc(COc3cccc(NC(=O)c4ccccc4Cl)c3)nc2s1
33) O=[N+]([O-])c1cc(Br)ccc1NS(=O)(=O)c1ccccc1
34) COc1ccc(-c2cn3cc(C(=O)NN)ccc3n2)cc1
35) Cc1cc(C)cc(OCC(=O)N(Cc2ccc(Cl)cc2)CC2CCCO2)c1 (stereo not given)
36) Cc1ccc(Oc2coc3cc(OCC(=O)NC4CCCCC4)ccc3c2=O)cc1
37) Cc1oc(-c2cccc(Cl)c2)nc1CS(=O)(=O)CC(=O)NC(C)CCc1ccccc1 (stereo not given)
38) Cc1cnc([N+](=O)[O-])n1CCOC(=O)NC(=O)c1ccccc1
39) CCCNC(=O)C1(C)CCN(C(=O)c2cc(F)ccc2C)C1 (stereo not given)
40) CN(C)C(=O)c1cccc(-c2cnc3c(NC=O)cc(-c4cc(F)c(F)c(F)c4)cn23)c1
Assay by compound	31	32	33	34	35	36	37	38	39	40
ERG Ets-DNA blk	10%	-3%	10%	6%	-5%	4%	0%	0%	/	/
Vif-A3F inh	1%	3%	-2%	1%	8%	/	0%	-2%	/	/
D2 ag	/	-1.0	/	-0.1	0.2	0.6	0.5	-0.1	/	/
RGS4 inh	-11%	-2%	2%	-34%	-8%	9%	12%	-18%	/	/
Vif-APOBEC3G blk	-9%	4%	-3%	-29%	0%	/	0%	-1%	0%	0%
D2 antag	/	/	/	9	/	/	/	-3	/	/
12-LOX inh	0%	0%	-22%	1%	-1%	-9%	?	0%	8%	-2%
Glioma ERSR ind	-1%	3%	-2%	0%	-3%	/	-3%	-1%	-3%	-2%
LDHA inh	-1	-7	-5	-3	-6	-11	3	-8	-6	-12

41) O=C(NCC1CCCO1)c1cccc(S(=O)(=O)N2CCOCC2)c1 (stereo not given)
42) COc1ccc(/C=N/n2c(C)cc(C)c(C(N)=O)c2=O)cc1
43) Cc1cc(C)cc(N2CC(C(=O)NC3CCCCC3)CC2=O)c1 (stereo not given)
44) Cc1ccc2[nH]c(=O)c(CN(Cc3cccnc3)C(=S)NCCCN(C)C)cc2c1
45) O=C(CSc1nncs1)NCCNC(=O)CSc1nncs1
46) O=C(CSc1nc2ccccc2[nH]1)N1CCN(c2ccccc2)CC1
47) O=C(Nc1nncs1)c1c(F)c(F)c(F)c(F)c1F
48) COc1ccc(CCC(=O)Nc2cccc(S(=O)(=O)N3CCCC3)c2)cc1OC
49) CCN(CC)S(=O)(=O)c1ccc(Nc2nc3ccccc3n3nnnc23)cc1
Assay by compound	41	42	43	44	45	46	47	48	49
ERG Ets-DNA blk	-6%	/	-7%	-5%	6%	-1%	1%	7%	-3%
Vif-A3F inh	-13%	-2%	9%	3%	-1%	-8%	-7%	-8%	-8%
D2 ag	0.2	0.3	-0.4	1.2	0.4	-0.2	-0.2	-0.3	0.9
RGS4 inh	15%	-10%	9%	-8%	2%	-42%	-19%	-9%	-38%
Vif-APOBEC3G blk	1%	-2%	1%	0%	0%	-3%	-2%	0%	-12%
D2 antag	0	-27	-18	14	-7	-11	-3	3	-23
12-LOX inh	15%	3%	-15%	2%	16%	?	-22%	-2%	0%
Glioma ERSR ind	-4%	-2%	6%	-3%	0%	0%	-5%	-4%	2%
LDHA inh	-10	-8	-15	-9	-6	1	1	2	-8

# Assay outcomes: PubChem BioAssay, National Center for Advancing Translational Sciences (NCATS)

# This is a subset. The share of hits here may be higher or lower than overall.
